# UDG counter: counter-screen for AID inhibitors: uracil-DNA glycosylase inhibition; FRET deamination/UDG coupled assay, UDG read, 4 h; AID 1347430; 0.14% of 91,000 active; Potency, µM (series often up to 115 µM), inactives show at the top dose activity change, negative = inhibition, usual class: inhibitors; note: nearly all actives have a fitted effect of over 65% in size
# AID inhibitor: activation induced cytidine deaminase inhibition; AID deamination FRET fluorescence, UDG-coupled, 4 h; Potency, µM (top dose mostly 115 µM), for the others: at the top dose activity change, negative = inhibition, actives largely listed as inhibitors; 0.32% of 91,000 active; note: nearly all actives have a fitted effect of over 25% in size
# Target sequence (Q9GZX7 whole entry, looked up): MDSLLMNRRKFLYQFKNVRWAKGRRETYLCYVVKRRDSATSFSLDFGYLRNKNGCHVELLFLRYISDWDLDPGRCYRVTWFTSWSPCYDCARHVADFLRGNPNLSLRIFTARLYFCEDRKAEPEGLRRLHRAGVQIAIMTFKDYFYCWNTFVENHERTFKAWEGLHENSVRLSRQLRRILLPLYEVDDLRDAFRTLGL
# * hit, by the source's call; u = inconclusive; [ ] = another dose, or the depositor's remark. Calls come from the whole dose curve; as a rule, active = well fitted curve in the direction sought with a large enough effect; inconclusive = small, poorly fitted or top-dose-only effect, or another doubt; inactive = no such curve, though single readings can be large; an effect the other way counts as inactive or inconclusive. % is set by controls: 0 for no effect and ±100 for the full control effect; potency is the fitted concentration of half-maximal effect. Some of the compounds tested (hit frequency here may not be typical).
SMILES,UDG counter,AID inhibitor
CS(=O)(=O)N1CCN(C(C(=O)O)c2c[nH]c3cc(Cl)ccc23)CC1 (stereo not given),6%,-9%
O=C(NCc1cccc(Cl)c1)c1ccc2nc(N3CCCCC3)sc2c1,2%,-5%
CC(C)c1ccccc1NC(=O)CSc1nnc(COc2ccccc2Cl)o1,-23%[57.5 µM],-6%[57.5 µM]
COc1ccc(-c2[nH]c3ccccc3c2SCCNC(=O)c2cc(OC)c(OC)c(OC)c2)cc1,-1%,-12%
CC(C)C(=O)Nc1cccc(C(=O)Nc2nnc(C(F)(F)F)s2)c1,-11%[57.5 µM],1%[57.5 µM]
Cc1cc(=O)[nH]c2nnc(SCC(=O)NC(C)(C)C)n12,4%,5%
O=c1c2ccccc2cnn1Cc1coc(-c2cccc(Cl)c2)n1,3%,0%
Cn1c(=O)c2c(-c3ccc(Cl)cc3)ccnc2n(C)c1=O,-1%,8%
Fc1ccc(N2CCN(Cc3nnc(-c4ccccc4Cl)o3)CC2)cc1,8%,-5%
COc1ccc(Cn2ccc3nc(C)c(C(=O)N4CCN(c5cc(C)ccc5C)CC4)cc3c2=O)cc1,-8%,u
CC(C)Cc1nn2c(=O)cc(COC(=O)c3ccccc3NC(=O)c3cccs3)nc2s1,-8%,12%
CCCc1cc(=O)[nH]c2nnc(SCC(=O)Nc3cccc(C)c3)n12,11%,1%
Cc1ccc(CNC(=O)CSc2nc3ccsc3c(=O)n2-c2ccc(Br)cc2)cc1,1%[57.5 µM],17%
N#Cc1cccc(C(=O)OCc2cccnc2)c1,5%,14%
CC(C)C(NC(=O)NCc1ccn[nH]1)c1ccc2c(c1)OCCCO2 (stereo not given),-3%,0%

# Structural class: the compounds so far with an aryl methoxy group (two)
SMILES,UDG counter,AID inhibitor
COc1ccc(-c2[nH]c3ccccc3c2SCCNC(=O)c2cc(OC)c(OC)c(OC)c2)cc1,-1%,-12%
COc1ccc(Cn2ccc3nc(C)c(C(=O)N4CCN(c5cc(C)ccc5C)CC4)cc3c2=O)cc1,-8%,u

# Additional records follow:
SMILES,UDG counter,AID inhibitor
CC(C)(C)OC(=O)N1CCC(c2c(C(=O)NCc3ccccn3)cnn2-c2ccccc2Cl)CC1,-18%,-2%
O=C(c1ccccc1)N1CCc2cc(CNS(=O)(=O)c3ccc(Cl)s3)ccc21,4%[57.5 µM],2%
Cc1ccc(NC(=O)C2CCCN(c3cnccn3)C2)c(C)c1 (stereo not given),-1%[57.5 µM],3%
CCc1ccc2oc(=O)cc(CN3CCN(CC(=O)Nc4ccc5c(c4)OCCO5)CC3)c2c1,11%,-5%
O=C1COc2ccc(-c3csc(Nc4ccc(F)c(Cl)c4)n3)cc2N1,-7%,2%
NCC(Cc1ccccc1F)c1ccccc1 (stereo not given),-4%,14%
O=C(CCSCCc1ccccn1)Nc1cc(F)ccc1F,0%,5%
Cc1ccc(OCc2cc(=O)n3c(-c4ccccc4)csc3n2)cc1,-3%,89%[activator]
COC(=O)c1ccc(CNC(=O)NOCc2ccccc2)cc1,-4%,-6%
CC(C)C(=O)N1N=C(c2cc(Cl)ccc2Cl)CC1c1ccc2nccnc2c1 (stereo not given),-8%,u
COc1ccc(CCNC(=O)CCCn2c(SCC(N)=O)nc3cc4c(cc3c2=O)OCO4)cc1OC,-1%,4%
CCc1ccc(Oc2nc3c(C)cccn3c(=O)c2/C=C(\C#N)c2nc3ccccc3s2)cc1,0%[57.5 µM],102%[activator][57.5 µM]
CCOC(=O)C1(C(F)(F)F)N=C(c2ccc(OC)cc2)OC(N(C)C)=N1 (stereo not given),6%,0%
COc1ccc(-c2nn(-c3ccc(F)cc3)c3c2cnc2ccc(F)cc23)cc1OC,12%,8%
CC(C)C(NC(=O)c1ccc(C23CC4CC(CC(C4)C2)C3)cc1)C(=O)O (stereo not given),5%,-7%
O=C(Nc1ccc(NC(=O)c2ccc(Br)cc2)c(Cl)c1)c1ccc(Br)cc1,-1%,40%[activator]
CCOc1ccc(CNC(=O)Cn2nc(C)c3nn(-c4ccc(Cl)cc4)c(C)c3c2=O)cc1,-1%,2%
CCOC(=O)c1cnc2ccccc2c1N1CCOCC1,8%,2%
CCc1ccc(OCC(=O)NCC(c2ccc(OC)cc2)N2CCOCC2)cc1 (stereo not given),-3%,6%
CCCN1CCc2nc(SCC(=O)Nc3ccc(C)c(Cl)c3)[nH]c(=O)c2C1,-3%,-2%
Cc1ccc(-c2cc(C(=O)O)c3cc(Br)ccc3n2)cc1C,11%,-9%
COc1ccc(N(C)C(=O)NCc2noc3ccc(C)cc23)c(OC)c1,1%,-2%
O=C(c1nc(-c2ccc(Cl)cc2)n2c1CCCCC2)N1CCN(c2ccc(F)cc2)CC1,-20%[57.5 µM],u
N#Cc1ccc(OCc2cccc3cccnc23)cc1,9%,-2%
CC(C)(C)OC(=O)N1CCC(c2c(C(=O)N3CCN(c4ccccn4)CC3)cnn2-c2ccc(F)cc2)CC1,-1%,4%
COC(=O)c1ccc(NC(=O)CSc2nc(=O)[nH]c3c2CCCC3)cc1,3%,10%
Cc1ccc(Cn2cc(S(=O)(=O)c3cccc(Cl)c3)c(=O)c3cc(F)c(N4CCOCC4)cc32)cc1,7%,2%
CCOC(=O)C(CNC(=O)c1nccnc1N)Cc1ccccc1 (stereo not given),-3%,-4%
CCc1ccc(NC(=O)c2cc(S(=O)(=O)NC3CCCC3)ccc2F)cc1,-4%,4%
Cc1ccc(-c2nn(CCC(=O)N3CCOCC3)c(=O)c3ccccc23)cc1,5%,-7%
CC(=O)N/N=C(\C)C1CC2CCC1C2 (stereo not given),2%,-5%
CCN(C(=O)c1cn(CC(C)C)c(=O)c2cc(OC)c(OC)cc12)c1cc(OC)ccc1OC,-5%,-2%
Cc1ccc(NC(=O)CSC2=Nc3ccccc3C3=NC(Cc4ccccc4)C(=O)N23)cc1C (stereo not given),-15%,-14%
Cc1oc(-c2cccc(Cl)c2)nc1CSCC(=O)NCc1ccccc1Cl,-15%,u
CN1C2CCC1CC(OC(c1ccccc1)c1ccccc1)C2 (stereo not given),8%,-4%
O=C(CSc1nnc(-c2ccc(Br)cc2)n1-c1ccccc1)c1ccccc1,-6%,9%
COc1ccc(CNC(=O)c2cnn3c(C)c(Cc4ccc(F)cc4)c(C)nc23)cc1,-11%,-3%
CCOc1ccc(C2c3c(oc4ccc(C)cc4c3=O)C(=O)N2Cc2ccc3c(c2)OCO3)cc1OC (stereo not given),8%,-5%
CC1CCN(CC(=O)NC(c2cccs2)C(C)C)CC1 (stereo not given),5%,-4%
CC(C)(C)c1ccc(C(=O)N2CCN(C/C=C/c3ccccc3)CC2)cc1,-10%,-21%
Cc1ccc(CN(C(=O)CCc2cccs2)C2CC2)cc1,-9%,-15%
COc1ccccc1OC(=O)c1ccccc1C,0%,2%
Cc1ccc(C(=O)/C=C/c2cccc(/C=C/C(=O)c3ccc(C)o3)c2)o1,3%,-7%
COc1ccc(Cl)cc1NC(=O)Cn1nc(-c2ccc(C)c(C)c2)ccc1=O,0%,-18%
CCCc1cc(=O)[nH]c(Nc2ccccc2O)n1,-15%,25%

# Entries of single compounds as entered above. Order of values: UDG counter	AID inhibitor
# CC(C)(C)OC(=O)N1CCC(c2c(C(=O)N3CCN(c4ccccn4)CC3)cnn2-c2ccc(F)cc2)CC1 is entered as -1%	4%
# CCOc1ccc(C2c3c(oc4ccc(C)cc4c3=O)C(=O)N2Cc2ccc3c(c2)OCO3)cc1OC (stereo not given) is entered as 8%	-5%

# An excerpt of these results, bar-delimited:
SMILES | UDG counter | AID inhibitor
Cc1ccc(OCc2cc(=O)n3c(-c4ccccc4)csc3n2)cc1 | -3% | 89%[activator]
COC(=O)c1ccc(CNC(=O)NOCc2ccccc2)cc1 | -4% | -6%

# Following part
SMILES,UDG counter,AID inhibitor
COc1cc(CNC(=O)c2ccc3nc(Cc4ccccc4)oc3c2)cc(OC)c1OC,-10%,-3%
CC(O)CNC(=O)c1ccccc1 (stereo not given),0%,4%
Cc1ccc(CCNC(=O)C2CCN(c3nnc(C)c4c(C)n(-c5ccccc5)nc34)CC2)cc1,8%,-1%
O=S(=O)(Nc1nc2ccccc2nc1NCc1ccc(Cl)cc1)c1ccccc1,0%,-4%
CCCCOc1ccc(C(=O)Nc2sc3c(c2C(=O)OCC)CCCCC3)cc1,-13%,-10%
Cc1ccc(NC(=O)c2cccc(N3CCCS3(=O)=O)c2)cc1C,-19%,-21%
Cc1ccc(C)c(C(=O)/C=C/Nc2ccc(N(C)C)cc2)c1,-3%,-1%
CNC(=O)C1CCN(C(=O)c2ccc(C)cc2)CC1,-1%,-2%
Cc1ccc2nc(N3C(=O)C(O)=C(C(=O)c4ccco4)C3c3ccc(O)cc3)sc2c1 (stereo not given),2%,-29%
CCCCNC(=O)c1ccc(Cl)cc1,-5%,-3%
Cc1ccc(SC(C)C(=O)NN=C2CCC(C(C)(C)C)CC2)cc1 (stereo not given),-6%,-9%
CCc1ccc(C(=O)CC(c2ccccc2)C2CCCCC2=O)cc1 (stereo not given),7%,-4%
COc1cc(NC(=O)Cn2c(=O)n(Cc3ccccc3OC)c(=O)c3cccnc32)cc(OC)c1,u,33%[activator]
COc1ccc(CC(=O)Oc2ccccc2Br)c(OC)c1,3%,-1%
O=C(Nc1cccc(F)c1)C1CCN(c2nc3ccccc3[nH]2)CC1,6%,4%
CCOC(=O)c1ccc(CN(Cc2ccc(F)cc2)S(=O)(=O)c2cc(C(=O)Nc3cccc(C(F)(F)F)c3)ccc2F)cc1,-9%,4%
CC(C)Nc1nc2c(S(=O)(=O)c3cccc(Cl)c3)nnn2c2ccsc12,49%[activator],6%
COc1ccc(-n2nc(C(=O)NCCCOC(C)C)c3c4ccccc4n(C)c3c2=O)cc1,29%,-13%
Cc1ccc(SCC(=O)Nc2ccc(O)c(-c3nc4cc(C)ccc4o3)c2)cc1,5%,7%
O=C(NC1CCCc2ccccc21)c1ccnc(Cl)c1 (stereo not given),-6%,-1%
Cc1cc(Cl)ccc1OCc1nnc(SCc2ccc(Cl)c(Cl)c2)n1C,-2%,-19%
Cc1c(Cl)cccc1NC(=O)Cn1cnc(S(=O)(=O)N2CCOCC2)c1,7%,-9%
CC1CCC(N2CC(=O)N(CCC3=CCCCC3)C(c3ccc(F)cc3)C2=O)CC1 (stereo not given),-11%[57.5 µM],-3%
CCN(Cc1ccccc1)C(=O)Cn1c(=O)n(-c2ccc(C)c(C)c2)c(=O)c2c(C)c(C)sc21,u,u
CCc1cccc(-n2c(=O)c3cccnc3n2CC(=O)Nc2ccc(F)c(C)c2)c1,-3%,-17%
N#CCC(=O)c1ccc(N)cc1,-21%,-6%
COc1cccc(Nc2nc3c(S(=O)(=O)c4cc(C)ccc4C)nnn3c3ccsc23)c1,65%[activator],11%
CCOC(=O)c1scc(-c2ccccc2)c1S(=O)(=O)Nc1cc(Cl)c(OC)cc1OC,-7%,18%
CCOc1ccc(NC(=O)CN2CCN(S(=O)(=O)c3ccc(OC)cc3)CC2)cc1,24%,-22%
COc1ccccc1CCNC(=O)C(=O)NCC(c1cccs1)S(=O)(=O)c1ccc(C)cc1 (stereo not given),u,13%

# Given with each value named: entries from further up
> CCOC(=O)c1ccc(CN(Cc2ccc(F)cc2)S(=O)(=O)c2cc(C(=O)Nc3cccc(C(F)(F)F)c3)ccc2F)cc1
  UDG counter = -9%	AID inhibitor = 4%
> CC(C)Nc1nc2c(S(=O)(=O)c3cccc(Cl)c3)nnn2c2ccsc12
  UDG counter = 49%[activator]	AID inhibitor = 6%
> COc1ccc(-n2nc(C(=O)NCCCOC(C)C)c3c4ccccc4n(C)c3c2=O)cc1
  UDG counter = 29%	AID inhibitor = -13%

# Remaining list, next part:
SMILES,UDG counter,AID inhibitor
O=C(c1cc2c(=O)oc3ccccc3c2s1)N1CCN(c2cccc(Cl)c2)CC1,-22%,10%
CC(=O)N1CCN(c2ccccc2NC(=O)c2ccc(C#N)cc2F)CC1,4%,-1%
Cc1cccc(-c2n[nH]c(-c3cccc(C)c3)c2C)c1,-5%,-14%
Cc1ccsc1CNCCN(C)C,1%,-4%
CCN(c1ccccc1)S(=O)(=O)c1cc(Br)cc2c1N(C(=O)C1CC1)CC2,-16%,40%[activator]
Cc1nc2nc(NC(=O)c3ccc(Cl)cc3)[nH]n2c(=O)c1Cc1ccccc1,-4%,u
O=C(/C(=C/c1cccs1)c1nc2ccccc2o1)c1ccccc1,-3%,-13%
COC(=O)CCSc1nnc(-c2nn(Cc3ccccc3)c(=O)c3ccccc23)o1,-3%,-5%
COc1ccc(-n2c(SCC(=O)Nc3ccc4c(c3)OCO4)nc3c([nH]c4ccccc43)c2=O)cc1,0%,38%[activator]
N#C/C(=C\c1ccc(-c2cc(Cl)ccc2Cl)o1)C(=O)Nc1cccc2ncccc12,2%,u
Cc1ccc(CC(=O)c2ccccc2)cc1C,-4%,-3%
COCCCC/C(=N\OCCN)c1ccc(C(F)(F)F)cc1,0%,0%
Cc1ccc(NCc2cc3ccc(C)cc3[nH]c2=O)c(C)c1,6%,-11%
CC(C)Cc1ccc(C(C)NC(=O)C(Cc2ccccc2)NC(=O)c2ccccc2)cc1 (stereo not given),-14%,-19%
Cc1ccccc1C(=O)NCC(c1cccnc1)N1CCc2ccccc21 (stereo not given),-14%,u
